FBW7 activator: activators of human E3 ligase FBW7 | AlphaScreen FBW7–phospho-cyclin E peptide binding, activator screen | normalized activity (activation), % at 26.1 µM | 650,000 compounds, 0.13% hits | AID 1259310; in the data active means normalized activity above about 1.9%;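 further: purified mutant Fbw7 with reduced substrate affinity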
Target sequence (Q969H0 whole entry, looked up): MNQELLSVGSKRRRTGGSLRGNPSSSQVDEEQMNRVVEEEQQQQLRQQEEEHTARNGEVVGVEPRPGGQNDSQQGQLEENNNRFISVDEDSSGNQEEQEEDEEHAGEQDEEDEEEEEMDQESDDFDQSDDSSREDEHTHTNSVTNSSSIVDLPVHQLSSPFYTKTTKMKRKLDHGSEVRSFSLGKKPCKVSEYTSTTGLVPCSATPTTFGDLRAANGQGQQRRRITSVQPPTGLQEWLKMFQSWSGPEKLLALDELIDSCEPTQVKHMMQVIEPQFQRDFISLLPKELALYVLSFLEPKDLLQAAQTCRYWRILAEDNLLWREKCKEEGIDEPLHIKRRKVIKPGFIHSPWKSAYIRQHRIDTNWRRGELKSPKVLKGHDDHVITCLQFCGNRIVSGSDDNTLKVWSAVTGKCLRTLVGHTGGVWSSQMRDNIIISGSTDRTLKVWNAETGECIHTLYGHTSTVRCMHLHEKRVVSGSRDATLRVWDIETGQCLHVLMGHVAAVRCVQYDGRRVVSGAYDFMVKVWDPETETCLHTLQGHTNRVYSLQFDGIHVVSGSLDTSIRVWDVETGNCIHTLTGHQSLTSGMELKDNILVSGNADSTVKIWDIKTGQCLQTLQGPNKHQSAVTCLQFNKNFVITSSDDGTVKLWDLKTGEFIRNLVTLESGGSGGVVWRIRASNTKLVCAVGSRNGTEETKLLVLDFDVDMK
TEAD-YAP inh: TEAD-YAP interaction inhibition. 640,000 compounds, 1.4% hits. HEK-TIYL cells, TEAD-Gal4/YAP UAS-luciferase luminescence. inhibition, % at 9.12 µM; in the data active means inhibition above about 32%;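 further: 0% = median of test compound wells and 100% = reference inhibitor wells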
GPR151 ag: activates the human receptor GPR151; PathHunter beta-arrestin GPR151 cells, luminescence; activation, % at 11.2 µM; 650,000 compounds, 1% hits; AID 1508602; in the data active means activation above about 4.9%;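 further: 0% = median of compound wells and 100% = cells with positive control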
Target sequence (Q8TDV0 whole entry, looked up): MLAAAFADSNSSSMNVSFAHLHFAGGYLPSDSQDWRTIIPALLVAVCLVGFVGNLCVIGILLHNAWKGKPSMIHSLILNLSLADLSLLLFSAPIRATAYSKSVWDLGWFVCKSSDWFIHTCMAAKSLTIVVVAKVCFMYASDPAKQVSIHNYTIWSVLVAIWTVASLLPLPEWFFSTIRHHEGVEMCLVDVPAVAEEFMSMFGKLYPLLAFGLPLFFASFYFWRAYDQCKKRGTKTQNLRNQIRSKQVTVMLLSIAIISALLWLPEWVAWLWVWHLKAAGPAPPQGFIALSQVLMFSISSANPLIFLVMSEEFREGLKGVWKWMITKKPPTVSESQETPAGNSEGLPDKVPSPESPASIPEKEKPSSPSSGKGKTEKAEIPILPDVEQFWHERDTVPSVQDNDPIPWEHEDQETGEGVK
MITF primary: blocks human microphthalmia-associated transcription factor | O75030 | AlphaScreen MITF homodimerization, bead proximity signal | inhibition, % at 2.6 µM | 650,000 compounds, 0.91% hits | AID 1259374; in the data active means inhibition above about 50%;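 further: 0% = vehicle wells with protein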
* hit, by the source's call.

SMILES | FBW7 activator | TEAD-YAP inh | GPR151 ag | MITF primary
O=C(Cc1ccccc1)Nc1nc2ccc([N+](=O)[O-])cc2s1 | 0.1 | 6.4 | -1.8 | -2.6
CCN(CC)C(=O)CSc1nc2c(sc(=S)n2-c2ccccc2)c(=O)n1Cc1ccco1 | 0.9 | 1.6 | 0.4 | 13.6
O=C(NCc1ccco1)c1cccc([N+](=O)[O-])c1 | 0.0 | 10.6 | 0.1 | 3.6
Cc1ccc(-c2noc(-c3cc(-c4ccc(F)cc4)nc4ccccc34)n2)cc1 | 0.1 | 7.1 | 4.6 | -3.4
CC(=O)Nc1ccc(NC(=O)c2cccc(-c3c(C)noc3C)c2)cc1 | 0.1 | -7.3 | -1.3 | 13.0
O=C(COc1ccc(Br)cc1)Nc1cc([N+](=O)[O-])ccc1Cl | -0.1 | 7.4 | -1.3 | 3.9
CC(C)Oc1ccccc1C(=O)N/N=C/c1ccc([N+](=O)[O-])s1 | -0.1 | -7.4 | -1.7 | -10.1
COc1ccc(N(CC(=O)N2CCCC2)S(=O)(=O)c2ccccc2[N+](=O)[O-])c(OC)c1 | -0.2 | 15.7 | 0.6 | 0.8
O=C(CCC(=O)Nc1ccc(F)c([N+](=O)[O-])c1)Nc1ccc(F)cc1 | 0.0 | 2.8 | -1.1 | 6.1
CC(C)C1C(=O)CC(c2ccccc2)NC1c1ccccc1 (stereo not given) | 0.0 | 3.4 | 0.0 | 9.2
O=C(Nc1ccccc1F)C1(c2cccs2)CCOCC1 | 0.2 | 4.3 | -0.6 | -7.3
COCC(=O)N(Cc1cc2cc(C)cc(C)c2n2nnnc12)C1CCCCC1 | 0.0 | -0.6 | -0.3 | 4.1
COc1ccc(Nc2nc(N)nc(-c3cc4ccccc4o3)n2)cc1 | 0.1 | -1.0 | 2.5 | 22.5
COC(=O)c1c(C)nn(-c2ccccc2)c1-n1c(C)ccc1C | -0.1 | 8.3 | -0.8 | -16.2
CC(C)N1CCc2c(sc(NC(=O)C3CC3)c2C(N)=O)C1 | 0.5 | -7.8 | 1.4 | 8.8
COCCNC(=O)C1CCN(S(C)(=O)=O)CC1 | 0.8 | 15.8 | 0.5 | -3.2
COc1ccc(-n2ncc3c(Nc4ccc(F)cc4F)ncnc32)cc1 | 0.1 | 16.5 | -0.4 | 1.6
CCCC(=O)N1CCN(S(=O)(=O)c2ccc(F)cc2)CC1 | -0.1 | -0.3 | 1.0 | 1.8
O=S(=O)(Cc1ccc(Cl)cc1)Nc1ccc(Cl)cn1 | 0.0 | 5.5 | -1.4 | -0.3
Cc1ccc(C(=O)NCCc2nnc3n2CCN(Cc2ccc(CO)o2)CC3)cc1 | 0.0 | 7.0 | 0.6 | 15.2
O=C(NCc1ccc(Cl)nc1)c1c(-c2ccccc2)nc2ccccn12 | 0.2 | 6.2 | 1.0 | -1.2
COc1ccc(N(C(=O)c2ccccc2)S(=O)(=O)c2cccc([N+](=O)[O-])c2)cc1 | 0.2 | 2.7 | 0.7 | 9.6
CCC(C)c1ccccc1OCCOCCN(C)C (stereo not given) | -0.3 | 0.1 | 0.6 | 86.2*
COc1ccccc1-c1cc(C(=O)NC2CCCC2)no1 | 0.1 | -31.8 | -1.0 | -11.6
O=C(N/N=C/c1ccccc1O)/C(=C\c1ccc2c(c1)OCO2)NC(=O)c1ccccc1 | -0.1 | -3.0 | 0.0 | -35.3
NC(=O)c1c(NC(=O)COc2ccccc2[N+](=O)[O-])sc2c1CCC2 | -0.1 | -2.8 | 2.0 | 1.5
Cc1nc(N2CCOCC2)nc(Nc2ccc(Cl)cc2)c1[N+](=O)[O-] | -0.1 | -3.7 | -1.4 | -16.7
COc1ccccc1N1CCN(C(=O)CCCn2c(SCC(=O)NCc3ccccc3)nc3ccccc3c2=O)CC1 | -0.1 | 26.6 | 0.0 | -6.0
O=C1CCCN1c1ccc(C(=O)N2CCC[C@@H]3CN(Cc4ccsc4)CC[C@H]32)cc1 | -0.1 | -5.0 | 0.0 | -5.8
CCCc1nnc(SCC(=O)NC2CC2)n1C | -0.1 | -3.3 | -0.2 | 9.0
CCOc1ccc(C2c3c(oc4ccccc4c3=O)C(=O)N2c2nncs2)cc1OCC (stereo not given) | 0.1 | 1.0 | 2.0 | 18.1
Cn1nnc2c(N3CCN(S(=O)(=O)c4ccccc4Cl)CC3)ncnc21 | -0.1 | 38.0* | -1.4 | -11.1
O=C(COC(=O)c1nc(-c2ccccc2)n(-c2ccccc2)n1)Nc1ccccc1 | 0.3 | 6.0 | -1.9 | 9.0
O=C1C2C(c3ccc(Cl)cc3)OC3(C(=O)c4ccccc4C3=O)C2C(=O)N1c1ccc(F)cc1 (stereo not given) | 0.0 | 6.3 | 0.6 | 4.5
COC(=O)c1ccc(COc2ccc(C#N)cc2OC)cc1 | 0.0 | -22.1 | 4.7 | -1.0
Cc1ccsc1C1C(C#N)=C(N)Oc2nc(-c3ccccc3)[nH]c21 (stereo not given) | -0.2 | -2.7 | -1.5 | -4.8
CN1C(=O)/C(=C\c2ccc(C#N)cc2)SC1=S | 0.6 | -6.5 | -1.1 | 16.3
CC1=C(C(=O)Nc2cc(C)ccc2C)C(c2ccc(Br)cc2)NC(=O)N1 (stereo not given) | -0.2 | 2.1 | 1.6 | -2.7
O=C(CNc1ccc2ccccc2c1)N/N=C/c1cccc([N+](=O)[O-])c1 | 0.0 | 0.6 | 1.3 | -0.2
Cc1ccsc1/C=C1\SC(N2CCCCC2)=NC1=O | -0.1 | 1.4 | -0.2 | 2.1
Cc1ccc(NC(=O)COC(=O)c2nn(-c3ccc(Cl)cc3)cc2O)cc1 | 0.0 | 5.5 | 1.1 | -2.1
Cc1nonc1CC(=O)N1CCC(CCC(=O)NCC2CCCO2)CC1 (stereo not given) | 0.2 | -2.1 | 0.9 | 13.9
CCC(=O)N=c1sc2cccc(F)c2n1CC(=O)OC | 0.1 | 2.9 | -1.2 | 16.4
Cc1[nH]n2c(=O)cc(C(C)C)nc2c1-c1cccs1 | -0.2 | 9.6 | 0.9 | -5.2
c1cncc(-c2cccnc2)c1 | -0.1 | 2.9 | -0.3 | 10.1
COc1cc(C2NC(=O)NC(C)=C2C(=O)OCC(C)C)cc(OC)c1OC (stereo not given) | -0.1 | -1.0 | 0.9 | -4.4
Cc1nc2ccccn2c1C(=O)Nc1cccc(Oc2ccccc2)c1 | -0.4 | -34.3 | 0.1 | 6.5
Cc1ccc(Cl)c2sc(NC(=O)CN3C(=O)CCC3=O)nc12 | 0.0 | 2.2 | 2.4 | 6.4
COc1cc(C=C2C(=O)NC(=S)NC2=O)ccc1OCCC(C)C | -0.2 | -3.9 | -0.7 | 6.7
Cc1cc(CN2CCN(C3CCN(C(C)C)CC3)C(CCO)C2)cc(C)c1O (stereo not given) | 0.0 | -10.3 | -0.1 | -3.8
O=c1ccc(-c2ccc3c(c2)OCCO3)nn1C[C@@H]1CCCN1 | 0.0 | -18.9 | -1.3 | 9.5
Cc1cc(OCC(=O)NNC(=O)C(C)N2C(=O)c3ccccc3C2=O)cc(C)c1Cl (stereo not given) | 1.7 | 18.0 | 0.0 | 8.8
Cc1noc(C)c1S(=O)(=O)NCCN1CCC(Cc2ccccc2)CC1 | 0.0 | 7.7 | -0.2 | 19.5
COc1ccc(Cl)cc1C(=O)Nc1ccc(-c2nc3cc(Cl)ccc3o2)c(O)c1 | 0.0 | -4.6 | 0.8 | -6.6
CC(=O)Nc1ccc(N2C(=O)CSC2c2cccc(C(F)(F)F)c2)cc1 (stereo not given) | 0.4 | -5.8 | -1.8 | -0.6
Cn1cccc1CN(C(=O)c1ccc2nsnc2c1)C1CC1 | -0.2 | -7.8 | -0.5 | 4.8
O=[N+]([O-])c1cccc(NC2OC(CO)C(O)C(O)C2O)c1 (stereo not given) | 0.1 | -5.7 | 0.8 | -6.5
COc1ccc(CN2CCCC(N3CCC(CO)CC3)C2)c(F)c1 (stereo not given) | 0.1 | 6.2 | 1.7 | -8.8
COc1ccc(/C=C/C(=O)OCC(=O)c2c(C)[nH]c3ccccc23)cc1OC | -0.2 | 7.5 | -1.3 | -4.0
CC(=O)c1ccc(F)cc1N1CCCC1 | -0.1 | -13.3 | -1.7 | 2.8
Other compounds:
SMILES | FBW7 activator | TEAD-YAP inh | GPR151 ag | MITF primary
CCCNC(=O)CN1C(=O)NC(CCSC)C1=O (stereo not given) | -0.1 | -5.1 | -0.9 | -0.1
CN(C)c1cccc(Nc2nc(NCCO)c3ncn(CCN4CCCC4=O)c3n2)c1 | 0.1 | -5.7 | -1.5 | -0.2
CC1=C(C)C(NS(=O)(=O)c2ccccc2)(C(F)(F)F)C(=O)O1 (stereo not given) | -0.2 | 5.6 | 1.1 | -1.7
O=C(NCCNc1cc(Cl)ccc1[N+](=O)[O-])c1ccccc1Cl | -0.1 | -11.8 | 0.4 | 6.1
Cc1nc2sc(C(c3cccc(F)c3)N3CCOCC3)c(O)n2n1 (stereo not given) | 0.1 | 8.8 | -0.6 | 9.9
COc1ccc(OC)c(NC(=O)C(=O)NCc2ccncc2)c1 | 0.0 | 1.1 | 0.1 | 4.4
CC1Cc2ccccc2N1C(=O)Cc1cccs1 (stereo not given) | -0.2 | 3.8 | 1.3 | 9.5
CCc1ccc(NC(=O)C(=O)NCCN2CCN(C(=O)c3ccco3)CC2)cc1 | 0.2 | 6.2 | 0.3 | -0.1
Cc1ccc2c(c1)C(C)(c1ccccc1)CC(C)(C)N2C(=O)Nc1cccc(Cl)c1 (stereo not given) | -0.2 | -14.9 | -0.5 | 3.9
COc1cc(Nc2nc(NCCCN3CCCC3=O)nc3c2ncn3-c2ccsc2)cc(OC)c1OC | -0.1 | 13.7 | -2.4 | 7.6
O=C(COC(=O)c1ccc([N+](=O)[O-])c(O)c1)c1ccc([N+](=O)[O-])cc1 | 0.0 | 15.4 | 0.5 | -0.8
O=C(c1cccnc1)N1CCN(S(=O)(=O)c2ccc(Cl)cc2)CC1 | 0.1 | 6.5 | -0.1 | -6.2

Reformatted with two lines to a compound: 17 of the compounds above.
The line under a structure holds: FBW7 activator | TEAD-YAP inh | GPR151 ag | MITF primary
> O=C(Cc1ccccc1)Nc1nc2ccc([N+](=O)[O-])cc2s1
  0.1 | 6.4 | -1.8 | -2.6
> CCN(CC)C(=O)CSc1nc2c(sc(=S)n2-c2ccccc2)c(=O)n1Cc1ccco1
  0.9 | 1.6 | 0.4 | 13.6
> O=C(NCc1ccco1)c1cccc([N+](=O)[O-])c1
  0.0 | 10.6 | 0.1 | 3.6
> Cc1ccc(-c2noc(-c3cc(-c4ccc(F)cc4)nc4ccccc34)n2)cc1
  0.1 | 7.1 | 4.6 | -3.4
> CC(=O)Nc1ccc(NC(=O)c2cccc(-c3c(C)noc3C)c2)cc1
  0.1 | -7.3 | -1.3 | 13.0
> O=C(COc1ccc(Br)cc1)Nc1cc([N+](=O)[O-])ccc1Cl
  -0.1 | 7.4 | -1.3 | 3.9
> CC(C)Oc1ccccc1C(=O)N/N=C/c1ccc([N+](=O)[O-])s1
  -0.1 | -7.4 | -1.7 | -10.1
> COc1ccc(N(CC(=O)N2CCCC2)S(=O)(=O)c2ccccc2[N+](=O)[O-])c(OC)c1
  -0.2 | 15.7 | 0.6 | 0.8
> O=C(CCC(=O)Nc1ccc(F)c([N+](=O)[O-])c1)Nc1ccc(F)cc1
  0.0 | 2.8 | -1.1 | 6.1
> CC(C)C1C(=O)CC(c2ccccc2)NC1c1ccccc1 (stereo not given)
  0.0 | 3.4 | 0.0 | 9.2
> O=C(Nc1ccccc1F)C1(c2cccs2)CCOCC1
  0.2 | 4.3 | -0.6 | -7.3
> COCC(=O)N(Cc1cc2cc(C)cc(C)c2n2nnnc12)C1CCCCC1
  0.0 | -0.6 | -0.3 | 4.1
> COc1ccc(Nc2nc(N)nc(-c3cc4ccccc4o3)n2)cc1
  0.1 | -1.0 | 2.5 | 22.5
> COC(=O)c1c(C)nn(-c2ccccc2)c1-n1c(C)ccc1C
  -0.1 | 8.3 | -0.8 | -16.2
> CC(C)N1CCc2c(sc(NC(=O)C3CC3)c2C(N)=O)C1
  0.5 | -7.8 | 1.4 | 8.8
> COCCNC(=O)C1CCN(S(C)(=O)=O)CC1
  0.8 | 15.8 | 0.5 | -3.2
> COc1ccc(-n2ncc3c(Nc4ccc(F)cc4F)ncnc32)cc1
  0.1 | 16.5 | -0.4 | 1.6

Next part.
SMILES | FBW7 activator | TEAD-YAP inh | GPR151 ag | MITF primary
Cc1sc2ncnc(NCc3cccs3)c2c1C | 0.1 | 6.8 | -1.6 | -7.2
O=C(Nc1cccc(-c2nc3cccnc3s2)c1)c1cccc2ccccc12 | 0.1 | -17.3 | 0.4 | 2.2
COc1ccc2cc(C#N)c(SCC(=O)N3CCCC3)nc2c1 | -0.1 | -37.4 | -0.1 | 4.9
Cc1cc(C)cc(Oc2c(C(F)(F)F)oc3c(CN4CCCC4)c(O)ccc3c2=O)c1 | 0.0 | 12.8 | 1.4 | 6.0
CCOc1cc(-c2nc3ccc(C)cn3c2NCC2CCCO2)ccc1O (stereo not given) | 0.0 | 20.7 | -0.5 | -4.5
CCOc1ccccc1NC(=O)c1sc2ncn(C)c(=O)c2c1C | 0.0 | -1.9 | -0.4 | -1.6
CC(C)c1c(-c2ccccc2)[n+](=O)c2c(n1[O-])CCC2 | -0.1 | 1.8 | -0.7 | -19.4
CCOc1ccc2c(c1)-c1c(ssc1=S)C(C)(C)N2 | -0.4 | -0.9 | 0.0 | 23.9
Cc1nc(C(=O)Nc2ccc3c(c2)OCO3)cc2c1[nH]c1ccccc12 | 0.0 | -23.2 | 1.3 | -14.2
COc1ccc(N2CCN(Cc3ccc([N+](=O)[O-])s3)CC2)cc1 | -0.1 | 3.8 | 5.1* | 55.6*

Bioassay records deposited in PubChem by The Scripps Research Institute Molecular Screening Center.
